H9c2 TAG inh: inhibitors of triacylglycerol accumulation, primary screen, cell-based, uHTS, fluorescence, H9c2. H9c2 cells, Nile Red lipid (TAG) fluorescence; cells loaded with 200 µM oleic acid. AID 651582, 2012. inhibition, % at 12.5 µM. hit rate 0.66% among 230,000;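 active means pattern-corrected inhibition of lipid staining of at least 50% with the nuclear-stain viability signal not falling by more than 50%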;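 further: 0% = DMSO wells and 100% = triacsin C control wells; some results filed as inactive read as strong as hits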
H9c2 TAG inh DAPI viability: further read-out of H9c2 TAG inh, marked with its call; DAPI nuclei signal change (viability), lower = more cytotoxic, %;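 whole-well DAPI fluorescence read on a plate reader as a viability signal; minus 50 percent equals half of cells still viable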
* = called active by the depositor; i = inactive; & = joins results of further samples. An excerpt; rates above refer to the full screens.

SMILES	H9c2 TAG inh	H9c2 TAG inh DAPI viability
CCOC(=O)Nc1ccc(S(=O)(=O)N2CCC(c3nc4ccccc4[nH]3)CC2)cc1	17	1
O=C(c1cccc(F)c1F)N1CCCc2ccccc21	0	5
COc1cc(F)ccc1-c1cc(C(=O)Nc2ccc(C)c(NS(C)(=O)=O)c2)[nH]n1	9	6
CC(C)NC(=O)N(C)C[C@@H]1Oc2cc(Br)ccc2S(=O)(=O)N([C@@H](C)CO)C[C@H]1C	0	0
COc1ccc(N2CCN(C(=O)COC(=O)c3cc(S(=O)(=O)N(C)C)ccc3N3CCCC3)CC2)cc1	7	-2
O=C(OC1CCCC1)c1ccc(Cl)cc1Cl	1	5
COc1cccc(-c2cnc(C(O)c3ccc(C)cc3C)[nH]2)c1 (centres undefined)	3	-9
CC(OC(=O)c1snc(C(=O)NC2CCCCC2)c1N)C(=O)NC1CCCCC1 (centres undefined)	34	-3
CC1CCN(C(=O)CSc2nnc(CNC(=O)c3c(F)cccc3F)o2)CC1	-3	-6
Cc1cc(CNC(=S)Nc2cccc(Cl)c2Cl)nn1C	-2	i
COc1ccc(/C=C/C(=O)NC(=S)NN2CCCCC2c2cccnc2)cc1OC (centres undefined)	-5	-3
CCCCN(C=O)c1c(CC)nc2c(OCc3ccccc3C(=O)OC)cccn12	4	-8
COc1ccc(NC(=O)O/N=C/c2ccccc2)cc1	2	-2
NC(=O)OCC(COC(N)=O)c1ccccc1	-11&-1	0&-4
CC(C)c1nnc(SCc2ccc(CSc3nnc(C(C)C)n3N)cc2)n1N	1	-3
COc1ccc(N2CCN(C(=O)CSc3nnc(NC(=O)C4CC4)s3)CC2)cc1	-5	1
NC(c1ccccc1)c1csc(Nc2cc(Oc3ccccc3)ncn2)n1 (centres undefined)	28	3
COc1ccc(C2CC(c3cccc(C(F)(F)F)c3)=NN2c2ccc(S(N)(=O)=O)cc2)cc1 (centres undefined)	-6	i
Cc1ccc(S(=O)(=O)Nc2ccc(N3CCOCC3)nc2)cc1	-5	0
Cc1ccc(S(=O)(=O)N2CC(O)C2)cc1	3	1
CC(=O)N/C(=C/c1ccc2c(c1)OCO2)C(=O)Nc1ccccc1	2	-1
Cc1ccc(CNC(=O)COC(=O)c2cccnc2Cl)cc1	8	-12
Cc1csc(=O)n1CC(=O)OCc1nnc(-c2ccc([N+](=O)[O-])cc2)o1	0	4
COc1cc(NC(=O)c2ccc(-c3ccc(Br)cc3)o2)ccc1NC(=O)C(C)C	21	-14
O=C1CCN(Cc2cccnc2)CCN1[C@H](CO)Cc1ccccc1	19	-9

(more compounds)
SMILES	H9c2 TAG inh	H9c2 TAG inh DAPI viability
O=C(c1ccc(Cl)cc1)c1cc([N+](=O)[O-])ccc1N1CCOCC1	35	-31
COc1ccc(C2/C=C\CN(C(=O)c3ccc(C)cc3)[C@H](Cc3ccccc3)C(=O)N2Cc2ccc(F)cc2)cc1 (some centres undefined)	26	5
CNC(=S)c1cc(C(C)(C)C)c(O)c(C(C)(C)C)c1	17	4
Cc1ccc(-c2cc(C(=O)NN=C3CCCC3)c3ccccc3n2)cc1	-6	5
C[C@]12CC[C@@H]3c4ccc(O)cc4CC[C@H]3[C@@H]1CCC2=O	-2	3
COc1cccc(CNC(=O)CCC2CCCN(c3cc(C)nc(N)n3)C2)c1 (centres undefined)	-2	-2
COc1cc2c(cc1OC)CN(C(=O)CSc1n[nH]c(N)n1)CC2	0	10
O=c1nc2n(c3sc4c(c13)CCCC4)C(CBr)CS2 (centres undefined)	-3	-5
C=CCOC(=O)C1=C(C)NC(SC)=C(C#N)C1c1cccs1 (centres undefined)	0	-11
COc1ccc(NC(=O)CSc2nnc(Cc3cccn3C)n2-c2ccc(F)cc2)cc1	8	-13
c1nc2nc3c(c(N4CCOCC4)n2n1)CCCC3	9	-4
COc1ccc(NC(=O)CN(c2cc(C)cc(C)c2)S(=O)(=O)c2c(C)noc2C)cc1OC	22	-23
COc1ccc(S(=O)(=O)N2CCCCCC2)cc1NC(=O)CN1C(=O)NC(C)(c2ccc(C)cc2)C1=O (centres undefined)	3	-4
C=CCn1c(CNc2ccc(C)cc2)nnc1SCC(=O)N/N=C/c1ccc(O)cc1	-9	9
S=C(Cc1ccccc1)Nc1ccccc1	-23	1
COc1ccc(-c2ccc3ccccc3n2)cc1OC	-3	4
O=C(COC(=O)C1CCCCC1)NCc1ccc(Cl)cc1	-7	0
CC1(C2CC2)NC(=O)N(CC(=O)Nc2ccccc2F)C1=O (centres undefined)	-8	-2
C#CCOCCOCCOCCNc1nc(N2CCN(C(=O)CCCCCCCCCCNC(=O)[C@@H](CCC(=O)O)n3cc(CCCCCN)nn3)CC2)nc(N2CCN(C(=O)CCCCCCCCCCNC(=O)[C@H](CCCCN)n3cc(C[C@@H](C)CC)nn3)CC2)n1	-2	15
CC(=O)NC(NC(=S)Nc1ccc(N=Nc2ccccc2C)cc1C)C(Cl)(Cl)Cl (centres undefined)	34	-11
COc1cc(N)ccc1NC(=O)c1cccs1	-9	-7
COC(=O)/C=C1\SC(=Nc2ccc(Cl)c(Cl)c2)NC1=O	25	-11
COc1cc(SC)ccc1C(=O)Nc1ccc(Br)cn1	-35	-3
CCOC(=O)N1CCN(C(=O)c2ccccc2Oc2ccccc2)CC1	-13	1
Cc1ccc(S(=O)(=O)N(CC(=O)Nc2cccc(C(F)(F)F)c2)C(=O)N2CCN(C)CC2)cc1	9	-2

Other compounds
SMILES	H9c2 TAG inh	H9c2 TAG inh DAPI viability
Cc1ccnc(N2C(=O)c3ccccc3C2Nc2ccccc2Cl)c1 (centres undefined)	-14	3
Cc1ccc2c(c1)N(CCCC(=O)NCc1ccc3c(c1)OCO3)C(=O)CO2	-7	-3
CNC(CC(=O)c1ccc([N+](=O)[O-])cc1)C(Cl)(Cl)Cl (centres undefined)	3	-12
COc1ccccc1NC(=O)c1cccc(S(=O)(=O)N2CCN(Cc3ccccc3)CC2)c1	4	3
CC(Oc1ccc(Cl)cc1Cl)c1ccn[nH]1 (centres undefined)	2	-10
CCN(CC)CCCNC(=O)C1c2ccccc2C(=O)N(CCOC)C1c1ccc(F)cc1 (centres undefined)	-1	0
CCCCNC(=O)COC(=O)CCC(=O)c1ccc(Cl)cc1	10	2
C[n+]1ccc(C(=O)NCCC[N+](C)(C)C)cc1/C=N/O	-7	1
CS(=O)(=O)c1ccccc1C(=O)Nc1ccc(S(=O)(=O)N2CCCC2)cc1	2	0
CC(OC(=O)/C=C/c1cccs1)C(=O)NC1CCCCC1C (centres undefined)	12	-5
Cc1nc(C)c(-c2ccc(SCC(=O)Nc3cccc(Cl)c3C)nn2)s1	6	-8
S=C(NCC1CCCO1)NC1CCCC1 (centres undefined)	-5	5
CCCCn1c(N)c(N(CCOC)C(=O)c2cc(S(=O)(=O)N3CCOCC3)ccc2F)c(=O)[nH]c1=O	23	-17
CC(=O)Nc1ccc(NC(=O)COC(=O)Cn2cnc3ccccc32)cc1	2	1
COc1ccc([C@@H]2CC=C(C(=O)O)[C@H](c3ccc(Br)cc3)N2S(=O)(=O)c2ccccc2C)cc1	-4	-2
COc1ccc(/C=N\NC(=S)SCN2C(=O)C3CCC(C)(C2=O)C3(C)C)cc1 (centres undefined)	8	-1
COc1cccc(/C=C/C(=O)NCc2ccc(S(N)(=O)=O)cc2)c1	4	2
CCCc1nc(C)c2c(=O)[nH]c(-c3cc(S(=O)(=O)N4CCN(CC)CC4)ccc3OCC)nn12	10	4
CCOC(=O)c1ccc(NC(=O)N2CCN(C(=O)C3CCCO3)CC2)cc1 (centres undefined)	10	-7
NC(=O)c1ccsc1NC(=O)CS(=O)(=O)c1ccc(F)cc1	2	4
Cc1cccc(C)c1NC(=O)C1CC2CCC1C2 (centres undefined)	-10	8
CNc1nc(NC)nc(-n2c(C(F)(F)F)nc3ccccc32)n1	-16	11
Cc1ccccc1NC(=O)NNC(=O)CCc1ccccc1	-5	10
COc1ccc(Cl)cc1S(=O)(=O)NCc1ccncc1	3	-4
Cc1ccc(C)c(S(=O)(=O)Nc2ccc(C(=O)N3CC(C)OC(C)C3)cc2)c1 (centres undefined)	-4	-2

New compounds follow
SMILES	H9c2 TAG inh	H9c2 TAG inh DAPI viability
CCOc1ccccc1-c1nc(CN2CCCN(C(=O)c3ccco3)CC2)c(C)o1	-3	9
CNC(=O)c1ccc2snnc2c1	7	3
CCC1=C(OC(=O)N(CC)CC)N2C(=O)OC(=NCCc3c[nH]c4ccccc34)[C@]2(C)[C@H]2C1=CC[C@H]1C(=O)N(CC)C(=O)[C@H]12	19	-11
O=C(/C=C/c1cccc2ccccc12)NCCC1=CCCCC1	-10	3
O=C(Nc1ncn[nH]1)C(F)(F)C(F)F	9	10
Cc1ccc(OCC(=O)Nc2cc(S(=O)(=O)N3CCCCC3)ccc2N2CCN(C)CC2)c(C)c1	-6	5
C=CCc1ccccc1OCC(=O)N/N=C/c1ccccc1OCC	-25	5
CC(C)(C)OC(=O)C[C@@H]1C/C=C\C[C@@H](CC(=O)N[C@H](CO)Cc2ccccc2)C(=O)NC[C@@H](c2ccccc2)OC1=O	16	-11
Cc1cccc(NC(=O)NNC(=O)c2cc3ccccc3cc2O)c1C	-24	8
CC(CC(=O)Nc1cccnc1)c1ccccc1 (centres undefined)	0	-1
O=S(=O)(c1ccc(=S)[nH]c1)N1CCN(Cc2ccccc2)CC1	-9	3
CC(Oc1cccc(Cl)c1)C(=O)Nc1ccccc1C(=O)N1CCCCC1 (centres undefined)	1	-3
Nn1cc(-c2ccccc2)nc1SCC(=O)Nc1ccc(S(N)(=O)=O)cc1	12	-7
c1ccc(-c2ccc(-c3cnc4n3CCCCC4)cc2)cc1	-7	20
CCN(C[C@H]1N[C@@](Cc2ccccc2)(C(=O)OC)[C@H]2C(=O)N(Cc3ccccc3)C(=O)[C@@H]12)C(=O)Nc1ccc(C)cc1	14	-7
COc1cccc(C(=O)Nc2nnc(S(=O)(=O)Nc3cccc(C)c3)s2)c1	-5	2
COC(=O)c1nnn(-c2nonc2N)c1-c1cccs1	8	-15
CCOc1ccc(-c2cc(C(=O)NCc3ccc(C(F)(F)F)cc3)[nH]n2)c(C)c1	-12	2
O=C(OCC(=O)c1ccc[nH]1)c1ccc(F)c(S(=O)(=O)N2CCOCC2)c1	6	0
Cn1ccc2cc(OCc3ccccc3)ccc21	1	23
CC(=O)Oc1cc(C(C)C)c(OCCN(C)C)cc1C	-6	-8
C=CCN=C1S/C(=C\N(C)C)C(=O)N1S(=O)(=O)c1ccc(C)cc1	1	-7
CCOc1ccc(NC(=O)CNc2cccc(S(=O)(=O)N3CCCCCC3)c2)cc1OCC	-16	6
CCN(CC(=O)Nc1ccc(NC(C)=O)cc1)C(=O)c1ccc(N2C(=O)c3ccccc3C2=O)cc1	14	-2
CC(C)CC1CCCC12NC(=O)NC2=O (centres undefined)	0	8

Next part:
SMILES	H9c2 TAG inh	H9c2 TAG inh DAPI viability
Cc1nc2cc(C(=O)N3CCN(C)CC3)ccc2n1C	3	-1
Cc1cccc(C)c1Cn1c(C)c(C(=O)NCc2ccc([N+](=O)[O-])cc2)sc1=O	-41	-7
O=C(NCCCN1CCCC1=O)Nc1ccccc1Cl	19	3
COc1ccc(CNC(=O)C(=O)NCC2OCCCN2S(=O)(=O)c2cccs2)cc1 (centres undefined)	10	0
Cc1nn(C)c(C)c1NS(=O)(=O)c1ccc(Cl)s1	4	7
N#Cc1ccsc1NC(=O)CN1CCCCC1	3	1
COc1ccc(CCNCC(=O)Nc2ccc(C)c(S(=O)(=O)N(C)C)c2)cc1	-16	4
CC1Cc2ccccc2N1C(=O)Cn1cc(C(F)(F)F)ccc1=O (centres undefined)	-2	-4
CC(OC(=O)Cc1c[nH]c2ccccc12)C(=O)NC1CCCCC1C (centres undefined)	-6	-3
O=C(CN1C(=O)NC2(CCc3ccccc32)C1=O)Nc1c(Cl)cccc1Cl (centres undefined)	-1	4
CCc1ccc(S(=O)(=O)NCCc2cn3ccsc3n2)s1	1	14
Cc1ccc(Nc2nc(N)nc(CN3CCC(C)CC3)n2)c(C)c1	10	-7
O=C(Cn1nc(C(F)(F)F)c2c1CCC2)NCc1ccc(F)cc1	-36	13
CC1CCCC(NC(=O)CSc2n[nH]c(N)n2)C1C (centres undefined)	9	6
O=C(NCc1nnc(SCC(=O)N2CCN(c3ccccc3)CC2)o1)c1ccc(F)cc1	-1	7
COC(=O)CN(c1ccccc1)S(=O)(=O)c1cc(Br)ccc1OC	7	-8
CSC(=CC(=O)c1ccc(F)cc1)SC	5	2
COc1cc(C)c(C2NC(=O)c3ccccc3N2)cc1C (centres undefined)	34	-17
